Source: PubChem
rTrxR1 inhibitor = rat TrxR1 inhibition; 390,000 compounds, 1% hits; AID 588453; Potency, µM (highest dose often 114 µM), for the others: top-dose activity change, negative = inhibition, actives largely listed as inhibitors; recombinant rTrxR1, NADPH fluorescence consumption, selenite substrate; also: potency is read from the fitted curve at half-maximal effect; % is scaled to controls: 0 for no effect and ±100 for the full control effect; nearly all actives have a fitted effect of over 65% in size
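Rat TrxR1 (90 nM in the dispensed reagent) was pre-reduced with 400 uM NADPH for 5 min at room temperature, then incubated with compound for 15 min. After 400 uM selenite was added, NADPH fluorescence (Ex 340/Em 450 nm) was followed for 8 min.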
PI4K2A inh = blocks human PI4K2A kinase activity. Q9BTU6. purified PI4K2A, ADP-Glo luminescence, 1 h; stronger effect = lower value. activity change, negative = inhibition, % at 76.9 µM. 420,000 compounds, 0.13% hits; in the data active = activity change below about -50%; inconclusive = mostly about -30% to -49%;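 also: -100% = wells without enzyme as full effect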
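PI4K2A activity was measured by ADP-Glo luminescence: enzyme (4 ug/mL stock) and phosphatidylinositol (1.2 mM stock) in Tris pH 7.5/MgCl2/EGTA/Triton X-100 buffer were reacted with ATP (300 microM stock) for one hour at ambient temperature.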
TRHR enhancer = allosterically enhances the human TRH receptor | P34981 | TRHR cells, fluo-8 calcium fluorescence, EC20 TRH enhancement | enhancement, % at 2 µM | 360,000 compounds, 0.66% hits; in the data active = enhancement above about 30%; also: 0% is about no effect
Target sequence (P34981 whole entry, looked up): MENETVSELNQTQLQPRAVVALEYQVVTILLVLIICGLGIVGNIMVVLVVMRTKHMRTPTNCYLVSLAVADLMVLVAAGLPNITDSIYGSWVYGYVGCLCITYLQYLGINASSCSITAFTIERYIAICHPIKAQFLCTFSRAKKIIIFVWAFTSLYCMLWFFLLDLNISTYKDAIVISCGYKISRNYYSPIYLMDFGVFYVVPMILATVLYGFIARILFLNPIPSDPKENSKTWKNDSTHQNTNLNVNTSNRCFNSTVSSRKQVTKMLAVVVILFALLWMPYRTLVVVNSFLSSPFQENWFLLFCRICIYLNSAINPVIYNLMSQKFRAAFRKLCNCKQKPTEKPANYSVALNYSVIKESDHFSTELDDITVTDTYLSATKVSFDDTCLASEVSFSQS
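TRHR-expressing cells loaded with fluo-8 calcium dye were read kinetically (ex 480/em 530) during compound addition, then stimulated with an EC20 of TRH (10 nM final). Enhancement of the Gq-mediated intracellular calcium response was scored.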
USP1-UAF1 inh = blocks the human USP1/UAF1 deubiquitinase complex; O94782; recombinant USP1/UAF1, Ub-Rhodamine cleavage fluorescence; Potency, µM (doses to about 57.1 µM), for the others: at the top dose activity change, negative = inhibition, usual class: inhibitors; 390,000 compounds, 0.23% hits; AID 743255; also: potency is read from the fitted curve at half-maximal effect; % is scaled to controls: 0 for no effect and ±100 for the full control effect; nearly all actives have a fitted effect of over 60% in size; inactives centre near -12
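USP1/UAF1 complex at 1 nM was preincubated with compound for 15 min at room temperature, then Ub-Rho substrate (150nM final) was added. Fluorescence (480/540 nm) was read kinetically, 6 reads every 60 seconds.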
TRHR ag = activates the human TRH receptor | TRHR cells, calcium flux fluo-8, FDSS agonist mode | activation, % at 2 µM | 360,000 compounds, 0.18% hits | AID 493084; in the data active = activation above about 30%; also: 0% is about no effect
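TRHR-expressing cells loaded with fluo-8 calcium dye; 23 nL library compound pin-transferred, kinetic FDSS fluorescence (Ex 480/Em 530) recorded about 180 s for agonist-induced calcium release, before a 10 nM TRH EC20 addition for potentiator mode.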
mIDH1 inhibitor = human IDH1 R132H inhibition. O75874. 390,000 compounds, 0.093% hits. IDH1-R132H enzyme, NADPH consumption, diaphorase/resazurin fluorescence. Potency, µM (series often up to 76.6 µM), inactives show at the highest dose activity change, negative = inhibition, usual class: inhibitors; also: potency is read from the fitted curve at half-maximal effect; % is scaled to controls: 0 for no effect and ±100 for the full control effect; nearly all actives have a fitted effect of over 65% in size
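IDH1-R132H (0.5 ug/mL dispensed) in pH 7.5 Tris buffer was preincubated 30 min with compound, then given a substrate mix of 0.016 mM NADPH and 2 mM alpha-KG for 80 min at room temperature; remaining NADPH was read by diaphorase/resazurin fluorescence.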
D2 antagonist = antagonizes the human D2 dopamine receptor. P14416. HEK293 TREx D2 cells, calcium flux, dopamine EC80. inhibition, % at 10 µM. 340,000 compounds, 2% hits. AID 485344; in the data active = inhibition above about 30%; also: 0% is about no effect
Target sequence (P14416 whole entry, looked up): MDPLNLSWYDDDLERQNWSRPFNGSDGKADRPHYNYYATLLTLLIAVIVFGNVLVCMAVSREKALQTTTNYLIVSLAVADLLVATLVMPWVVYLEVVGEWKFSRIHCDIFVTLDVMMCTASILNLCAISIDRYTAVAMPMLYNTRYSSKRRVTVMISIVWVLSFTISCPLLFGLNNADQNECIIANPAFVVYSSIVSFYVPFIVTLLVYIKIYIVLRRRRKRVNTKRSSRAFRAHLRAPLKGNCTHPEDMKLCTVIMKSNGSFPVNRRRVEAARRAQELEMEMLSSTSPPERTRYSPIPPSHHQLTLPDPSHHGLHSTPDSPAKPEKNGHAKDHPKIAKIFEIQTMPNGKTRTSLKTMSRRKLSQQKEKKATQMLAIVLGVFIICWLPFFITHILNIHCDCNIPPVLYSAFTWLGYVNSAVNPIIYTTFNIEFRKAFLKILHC
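Read-out: kinetic calcium fluorescence (1 cycle/s) in inducible HEK293 T-REx D2 cells after an EC80 dopamine addition that followed 180 s compound preincubation. Loss of the dopamine response indicates antagonism.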
D2 agonist = activates the human D2 dopamine receptor; P14416; HEK293 T-REx D2 cells, calcium flux agonist mode; activation, % at 2 µM; 340,000 compounds, 0.53% hits; AID 485358;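 active = activation over 3 SD above normal in the single-dose calcium agonist read, cut at about 30% in these data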; also: 0% is about no effect
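Agonism scored from kinetic calcium signal (1 read/sec, 180 s) following compound pin transfer, after a 10 s baseline. Cells: HEK293 Trex line expressing inducible D2 receptor coupled to calcium, dye-loaded after overnight culture at 30 C.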
TrxR1 substrate = rat thioredoxin reductase 1 substrate activity; 390,000 compounds, 0.01% hits; purified TrxR1 substrate turnover, NADPH consumption readout; AID 588456; Potency, µM (doses to about 114 µM), inactives show at the top dose activity change, negative = substrate turnover; also: potency is read from the fitted curve at half-maximal effect; % is scaled to controls: 0 for no effect and ±100 for the full control effect; nearly all actives have a fitted effect of over 50% in size
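Rat TrxR1, dispensed at 90 nM, was prereduced with 400 uM NADPH (final) for 5 min at ~22 deg C, then incubated with compound 15 min before 400 uM selenite. A first-read NADPH fluorescence drop versus no-compound background flagged substrates.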
Starred values were filed as active, the others as inactive; ? = inconclusive; . = no result given; & = joins results of further samples; [ ] = dose if it differs, or a comment. Unless noted, calls follow the shape of the dose curve; as a rule, active = well fitted inhibition curve with a large enough effect; inconclusive = small, poorly fitted or top-dose-only effect; inactive = no such curve, though single readings can be large or run the other way.

#1 NC1(C#Cc2ccc3c(=O)c4ccccc4sc3c2)CCCCC1
#2 O=C(NCc1ccco1)c1sc2ccccc2c1Cl
#3 Cc1ccc(C(=O)O/N=C(\N)c2ccccn2)cc1C
#4 COCCSc1ccccc1C(=O)Nc1cc(C)on1
#5 CCCCNC(=O)C(CC)Sc1nc2ccccc2c(=O)n1Cc1ccco1 (configuration not stated)
#6 COC(=O)c1sc(S(=O)(=O)NC(C)C(=O)O)c(C(=O)OC)c1C (configuration not stated)
#7 Nc1nc(SCC(=O)Nc2ccc(S(N)(=O)=O)cc2)n[nH]1
#8 COc1cccc2c1cc1c(=O)n(CC(=O)N3CCN(c4ccccc4)CC3)nc(C)n12
assay / entry	1	2	3	4	5	6	7	8
rTrxR1 inhibitor	42.5%	-18.9%	-10.6%[57.1 µM]	31.9%	6.1%[57.1 µM]	18.7%[57.1 µM]	4.1%[57.1 µM]	21.7%
PI4K2A inh	-3.6	1.2	?	-1.1	3.0	-4.5	4.5	-0.6
TRHR enhancer	.	-3.4	5.3	1.0	-4.4	7.7	1.0	-5.7
USP1-UAF1 inh	-34.0%	-12.9%	1.4%	-12.8%	-12.4%	-12.4%	-13.1%	-7.4%
TRHR ag	.	-0.8	0.7	0.0	-0.8	0.0	0.4	0.1
mIDH1 inhibitor	8.4%	5.0%	4.5%	5.1%	-10.1%	2.1%	6.2%	-19.8%
D2 antagonist	.	-3.3	-4.2	-14.5	.	11.7	5.8	.
D2 agonist	.	1.4	-1.1	-2.4	0.5	-0.3	0.0	0.4
TrxR1 substrate	19.5%	-2.9%	1.9%[57.1 µM]	1.4%[57.1 µM]	-3.3%[57.1 µM]	9.5%	-17.4%[57.1 µM]	18.5%

3 entries from above in another layout:
Values run as follows: rTrxR1 inhibitor	PI4K2A inh	TRHR enhancer	USP1-UAF1 inh	TRHR ag	mIDH1 inhibitor	D2 antagonist	D2 agonist	TrxR1 substrate
#6 COC(=O)c1sc(S(=O)(=O)NC(C)C(=O)O)c(C(=O)OC)c1C (configuration not stated)
  18.7%[57.1 µM]	-4.5	7.7	-12.4%	0.0	2.1%	11.7	-0.3	9.5%
#3 Cc1ccc(C(=O)O/N=C(\N)c2ccccn2)cc1C
  -10.6%[57.1 µM]	?	5.3	1.4%	0.7	4.5%	-4.2	-1.1	1.9%[57.1 µM]
#2 O=C(NCc1ccco1)c1sc2ccccc2c1Cl
  -18.9%	1.2	-3.4	-12.9%	-0.8	5.0%	-3.3	1.4	-2.9%

(more compounds)
#9 CC(CNc1nc2ccc(Cl)cc2n2cnnc12)c1ccccc1 (configuration not stated)
#10 COc1ccc(OCCC(=O)OCC(=O)NC(=O)NC(C)C)cc1
#11 O=C(COC(=O)c1cccc(S(=O)(=O)N2CCOCC2)c1)Nc1ccc(Cl)cn1
#12 CCCCNC(=O)c1cnc2c(-c3ccc(OCC)c(OCC)c3)c(C)nn2c1-c1ccccc1
#13 O=C(/C=C/Nc1ccccc1C(=O)O)c1cccs1
#14 COc1ccc(C)cc1NC(=O)C1C2C=CC(C2)C1C(=O)O (configuration not stated)
#15 O=c1[nH]c(N2CCN(Cc3ccccc3)CC2)nc2c1CCC2
#16 CSc1ccccc1NC(=O)CN(C)C(=O)Cc1c(F)cccc1Cl
assay / entry	9	10	11	12	13	14	15	16
rTrxR1 inhibitor	36.8%[activator]	5.6%[57.1 µM]	23.5%	24.2%[57.1 µM]	-4.4%	20.1%[57.1 µM]	13.9%[57.1 µM]	15.6%
PI4K2A inh	-7.9	-1.6	4.5	-1.1	1.3	3.6	-4.7	2.9
TRHR enhancer	9.4	-2.4	-4.0	-2.2	-2.6	-3.5	41.0*	7.7
USP1-UAF1 inh	-21.9%	-13.6%	-22.7%	-21.6%	-9.3%	-0.5%	3.3%	-5.8%
TRHR ag	1.5	0.1	-0.2	-0.1	-0.1	-0.2	-0.5	-1.0
mIDH1 inhibitor	16.9%	5.9%	0.3%	.	1.1%	3.2%	9.9%	-2.5%
D2 antagonist	6.4	13.0	0.9	.	9.9	3.1	-1.3	0.8
D2 agonist	0.2	0.2	0.1	0.2	1.4	0.1	0.1	-0.5
TrxR1 substrate	14.2%	-7.8%	0.7%	4.6%[57.1 µM]	-4.1%	10.5%[57.1 µM]	1.7%[57.1 µM]	0.2%

#17 O=C(Nc1nc(-c2ccc(S(=O)(=O)N3CCCCCC3)cc2)cs1)c1ccccc1
#18 COc1cccc(CN2CC(C(=O)NCc3cccc(N4CCCC4)c3)CCC2=O)c1 (configuration not stated)
#19 Nc1nc(SCC(=O)N2CCN(S(=O)(=O)c3ccc(Cl)cc3)CC2)n[nH]1
#20 O=C1NCCCCC1NC1CC(=O)N(c2ccccc2)C1=O (configuration not stated)
#21 CCn1c(SCC(=O)Nc2cc(C)on2)nc2c1c(=O)n(C)c(=O)n2C
#22 COc1ccccc1C(=O)NC(CCSC)C(=O)Nc1ccc(C)c(S(=O)(=O)N2CCOCC2)c1 (configuration not stated)
#23 COc1cc(NC(=O)CSc2nnc3n2C(C)(C)Cc2ccccc2-3)cc(OC)c1
#24 CC(C)(C)C(=O)Nc1nc(=S)ss1
assay / entry	17	18	19	20	21	22	23	24
rTrxR1 inhibitor	16.1%	22.8%	10.6%	-11.5%	-2.6%	2.4%	-10.9%	?
PI4K2A inh	2.2	-12.6	-0.7	-3.7	-2.7	-0.5	-4.3	6.4
TRHR enhancer	1.9	-8.6	-1.0	-1.3	0.8	.	-2.4	1.1
USP1-UAF1 inh	-22.3%	-24.5%	-6.1%	-6.9%	4.9%	-14.8%	-4.0%	-11.2%
TRHR ag	1.0	-0.6	0.0	0.1	-0.3	.	0.3	1.3
mIDH1 inhibitor	6.9%	-6.2%	14.5%	1.9%	5.5%	-3.4%	-6.2%	0.4%
D2 antagonist	-4.1	8.4	11.1	.	.	.	-10.7	-19.5
D2 agonist	-0.2	-0.7	0.7	.	.	.	0.3	2.4
TrxR1 substrate	5.0%	4.3%	5.4%	-8.3%	4.6%	-9.0%	-1.5%	-14.2%

#25 CCN(CC)C(=O)c1sc2c(c1C)c(=O)n(-c1ccc(OC)cc1OC)c(=O)n2CC(=O)Nc1ccccc1
#26 CC(C)OC(=O)[C@H]1[C@H](c2ccc(Cl)cc2)[C@@](C#N)(C(N)=O)[C@@H]2C=CC(C(N)=O)=CN21
#27 Cc1nccc2oc(=O)c(NC(=O)c3ccc(Cl)cc3)cc12
#28 CC(C)NC(=O)CC1OC(=O)c2ccccc21 (configuration not stated)
#29 Clc1ccc(NCc2nc3ccccc3n2CCOc2ccccc2)cc1
#30 COc1cccc2c1CCC1=CC(=O)CCC12C (configuration not stated)
#31 CC(C)(C)OC(=O)N1CCC(CC2CC(c3ccc(Cl)cc3)=NO2)(C(=O)NCC2CCCCC2)CC1 (configuration not stated)
#32 O=C(/C=C/Nc1ccccc1)c1ccc(Oc2ncccn2)cc1
assay / entry	25	26	27	28	29	30	31	32
rTrxR1 inhibitor	4.0%[57.1 µM]	-12.9%	12.7%[57.1 µM]	-4.1%	6.3%[2.29 µM]	8.5%	13.7%[57.1 µM]	-3.7%
PI4K2A inh	2.7	8.5	2.1	2.3	0.9	-2.4	-2.7	-2.8
TRHR enhancer	-6.7	2.8	-4.9	0.0	6.3	.	8.4	-2.4
USP1-UAF1 inh	-0.7%	?	-22.9%	-13.7%	-20.1%	2.2%	15.2%	-25.6%
TRHR ag	0.1	0.3	0.1	0.1	0.4	.	0.8	0.7
mIDH1 inhibitor	-3.1%	16.5%	0.0%	7.0%	-7.3%	1.8%	-4.2%	1.9%
D2 antagonist	.	-5.3	10.8	8.9	.	.	16.0	-4.8
D2 agonist	0.3	3.7	2.1	0.0	-0.6	.	-0.1	-0.3
TrxR1 substrate	-4.7%[57.1 µM]	-5.5%	0.2%[57.1 µM]	-1.4%	2.3%[2.29 µM]	0.9%	-6.6%	-8.1%

#33 CC(C(=O)NCc1ccccc1)N(Cc1ccccc1Cl)C(=O)c1snc(C(N)=O)c1N (configuration not stated)
#34 COc1ccc(-c2ccc(OC)cc2)cc1
#35 Cc1cc(N)n2nc(-c3ccccc3)cc2n1
#36 C=CCCCCCCCCC(=O)N1CCN(c2cc3c(cc2F)c(=O)c(C(=O)O)cn3CC)CC1
#37 CCOc1ccccc1N1C(=O)c2ccc(C(=O)O)cc2C1=O
#38 CN(C)C(CNC(=O)CCS(=O)(=O)c1ccccc1)c1ccccc1 (configuration not stated)
#39 COCCCNC(=O)c1cc2c(=O)n3cccc(C)c3nc2s1
#40 Cc1ccc(Nc2c(-c3ccsc3)nc3c(C)cccn23)cc1
#41 O=C(NCc1ccccc1)C1CCCN1C(=O)Nc1ccccc1[N+](=O)[O-] (configuration not stated)
#42 CCCn1c(=O)c2ccccc2n2c(SCC(=O)c3ccc(F)cc3)nnc12
assay / entry	33	34	35	36	37	38	39	40	41	42
rTrxR1 inhibitor	9.3%	13.1%[57.1 µM]	5.1%	15.7%	4.9%	11.3%	10.6%&9.0%	13.5%&24.4%	9.6%	.
PI4K2A inh	3.9	12.9	-53.7*	0.3	-2.4	3.2	-3.6&-5.3	0.9	-11.4	.
TRHR enhancer	-1.9	8.5	3.3	-2.6	3.8	-4.7	-3.6&-0.4	-6.2	5.9	0.8
USP1-UAF1 inh	-0.4%	-13.7%	-13.2%	-12.9%	-9.6%	-4.5%	-10.1%&11.4%	-10.5%	-12.4%	.
TRHR ag	-1.1	-0.5	-0.1	1.2	0.4	-0.2	-0.6&-1.1	-0.6	0.5	-1.8
mIDH1 inhibitor	-5.9%	-0.4%	7.3%	-1.3%	2.3%	-4.4%	3.7%&-6.9%	2.8%	0.0%	.
D2 antagonist	5.7	-12.7	7.6	-8.6	6.0	11.5	7.2	.	25.7	8.8
D2 agonist	-0.6	-3.2	-1.6	-0.2	-0.2	-0.2	0.8&-0.9	-0.5	-1.3	-0.4
TrxR1 substrate	3.7%	6.5%	42.7%[activator]	15.2%	-0.7%	11.4%[57.1 µM]	222.6%&197.5%[activator]	49.1%&79.3%[activator]	1.1%	.
